PLC-beta3 inh – PLC-beta3 (human) inhibition, primary screen | Q01970 | Purified PLC-beta3, fluorogenic substrate, fluorescence | inhibition, % at 12.2 µM | hit rate 0.18% among 370,000 | AID 720704; in the data active = inhibition above about 11%;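 also: 0% = median of compound wells on plate and 100% = full blocker control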
Rev-erbA mod – modulates human Rev-erb alpha binding to DNA; P20393; Rev-erbα–FITC-DNA binding, fluorescence polarization, 90 min; activity, % at 10 µM; hit rate 0.79% among 370,000;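 active = activity above about 14%, limit read from the data; passing the limit was not always enough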;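 also: 0% = DMSO wells with 35 nM protein and 100% = DMSO wells with 750 nM protein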
FXN GAA850 act – increases GAA850 frataxin promoter reporter activity. AID 540364. activation, % at 6 µM. hit rate 0.56% among 360,000. HEK293 lucGAA850 FXN promoter luciferase reporter, 24 h; percent of 10 µM SAHA response;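 active = activation above the average of all compounds screened plus 3 SD, cutoff fixed separately per campaign, cut at about 7.5% in these data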;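 also: 0% = DMSO wells and 100% = 10 µM SAHA wells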
PG9 binder – binds the HIV-1 gp120 antibody PG9; AID 624416; inhibition, % at 6.7 µM; hit rate 0.43% among 360,000; TR-FRET gp120-PG9 antibody binding; in the data active = inhibition above about 8.5%
hgDAF-12 ag – hgDAF-12 agonism, primary luciferase screen | HEK293 GAL4-hgDAF12 UAS-luciferase reporter, agonist luminescence; normalized to butyrate control | activation, % at 6.8 µM | hit rate 1.8% among 370,000;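 active = activation above a cutoff set at the mean of all screened compounds plus 3 SD, cut at about 10% in these data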;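 also: 0% = DMSO wells and 100% = sodium butyrate wells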
hcDAF-12 act – activators of H. contortus DAF-12 nuclear receptor. HEK293 hcDAF-12 lit1-tk-luc reporter, luminescence; 0% DMSO, 100% Δ7-dafachronic acid. activation, % at 6.8 µM. hit rate 1.4% among 370,000. AID 652067;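 active = activation above the mean of all tested compounds plus 3 SD, cut at about 5.5% in these data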;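 also: 100% = response to 3 µM Δ7-dafachronic acid high control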
DAX1 inh-1 – inhibitors of human orphan nuclear receptor DAX1 (NR0B1); P51843; HEK293 Gal4-DAX1 luciferase reporter, luminescence; inhibition, % at 6.75 µM; hit rate 0.99% among 340,000; AID 504766;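 active = inhibition above the mean over all tested compounds plus 3 SD, cut at about 4.2% in these data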;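 also: 0% = DAX1-transfected cells with DMSO and 100% = empty-vector control cells with DMSO; inhibition shows as a rise in luminescence from relieved DAX1 repression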
Target sequence (P51843 207-470 limits assumed): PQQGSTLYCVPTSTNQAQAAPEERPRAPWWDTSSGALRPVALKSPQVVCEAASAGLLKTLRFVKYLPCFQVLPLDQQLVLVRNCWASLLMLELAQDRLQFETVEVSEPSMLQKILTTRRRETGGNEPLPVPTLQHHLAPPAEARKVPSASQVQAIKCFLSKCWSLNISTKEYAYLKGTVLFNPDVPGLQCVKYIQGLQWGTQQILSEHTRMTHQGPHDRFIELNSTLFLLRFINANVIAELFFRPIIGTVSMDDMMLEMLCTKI
SMARCA2 act – activators of SMARCA2 function; hit rate 1% among 370,000; AID 652017; activation, % at 9.1 µM; MG213 cells, MMTV-luciferase reporter, dexamethasone, overnight; in the data active = activation above about 7.8%;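 also: 0% = vehicle wells and 100% = reference activator wells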
sPLA2-III inh – Inhibits HGIII-sPLA2 liposome hydrolysis, primary screen; QFRET BODIPY PC-A2 liposome hydrolysis, fluorescence; Q9NZ20; inhibition, % at 12.2 µM; AID 743126; hit rate 0.56% among 370,000;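 active = inhibition above mean plus 3 SD of compounds lying within the high and low control bounds, cut at about 19% in these data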;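 also: 0% = median of test compound wells and 100% = no enzyme DMSO wells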
Target sequence (Q9NZ20 whole entry, looked up): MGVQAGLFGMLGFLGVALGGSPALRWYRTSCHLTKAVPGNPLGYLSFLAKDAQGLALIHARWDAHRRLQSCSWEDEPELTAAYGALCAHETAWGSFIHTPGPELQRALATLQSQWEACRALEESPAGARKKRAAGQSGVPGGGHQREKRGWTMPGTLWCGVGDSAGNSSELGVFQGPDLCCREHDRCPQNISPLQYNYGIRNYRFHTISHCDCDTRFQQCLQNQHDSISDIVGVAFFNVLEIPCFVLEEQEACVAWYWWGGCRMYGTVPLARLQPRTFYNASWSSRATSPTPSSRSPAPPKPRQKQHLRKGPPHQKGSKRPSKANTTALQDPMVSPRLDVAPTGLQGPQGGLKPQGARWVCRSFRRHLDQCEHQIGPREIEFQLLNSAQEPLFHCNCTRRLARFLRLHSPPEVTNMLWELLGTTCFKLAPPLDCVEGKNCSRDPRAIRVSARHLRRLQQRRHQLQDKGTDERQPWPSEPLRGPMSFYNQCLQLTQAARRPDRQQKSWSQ
DAX1 inh-2 – DAX1 (NR0B1) inhibition, primary screen; AID 652010; inhibition, % at 6.8 µM; hit rate 1.1% among 370,000; HEK293T StAR-luciferase reporter, SF-1/DAX-1 repression relief;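 active = inhibition above the mean over all tested compounds plus 3 SD, cut at about 3.6% in these data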;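 also: 0% = DAX-1 cells with DMSO and 100% = cells lacking DAX-1 with DMSO; higher inhibition means more luminescence from relief of DAX-1 repression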
ssDAF-12 act – activators of S. stercoralis DAF-12 nuclear receptor; HEK293 ssDAF-12/GRIP1 lit1-tk-luc reporter, luminescence; % of 3 µM dafachronic acid response; activation, % at 6.8 µM; hit rate 1% among 370,000;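 active = activation above the mean over all tested compounds plus 3 SD, cut at about 0.9% in these data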;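 also: 0% = DMSO-only wells and 100% = 3 µM delta7-dafachronic acid wells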
An asterisk follows results filed as active; nt = no result given.

Molecule	PLC-beta3 inh	Rev-erbA mod	FXN GAA850 act	PG9 binder	hgDAF-12 ag	hcDAF-12 act	DAX1 inh-1	SMARCA2 act	sPLA2-III inh	DAX1 inh-2	ssDAF-12 act
COC(=O)c1c(-n2c(C)cc(C=O)c2C)sc2c1CCCC2	-17	10	0.3	-2.4	-4.0	-4.4	-0.6	0	-12	-0.5	-1.4
Cn1c(=O)c2c(ncn2CC(O)CNc2cccc(Cl)c2)n(C)c1=O (stereo not drawn)	1	0	-1.5	0.8	-4.8	-1.4	-1.6	-3	5	-1.8	-1.6
COc1cc(S(=O)(=O)N2CCOCC2)ccc1NC(=O)COC(=O)/C=C/c1cc(OC)c(OC)c(OC)c1	-6	-5	0.5	-0.7	-0.2	-1.2	0.8	0	8	-0.3	-1.0
O=C(O)C1CCCN1c1ncnc2c1oc1ccccc12 (stereo not drawn)	1	5	-2.2	-0.1	2.2	3.2	0.2	5	5	1.4	-0.7
O=C(CN1CCC(c2nc3ccccc3s2)CC1)N1CCCCC1	-2	1	1.2	-1.0	-0.9	0.6	-1.0	-4	-5	-0.8	-1.8
COc1ccc(-c2csc(Nc3cc(C)ccn3)n2)cc1OC	-15	0	3.9	-1.2	-1.1	-1.3	-0.9	-1	8	-0.5	-2.1
CC1(C)C[C@H]2C3=CCC4[C@@]5(C)CC[C@H](O)[C@](C)(CO)C5CC[C@@]4(C)[C@]3(C)C[C@@H](O)[C@@]2(CO)[C@@H](O)[C@@H]1O (stereo partly drawn)	5	-4	-0.5	-0.4	0.2	0.8	1.5	1	-6	-1.0	-1.3
O=C(CCNS(=O)(=O)c1ccccc1)OCc1ccc([N+](=O)[O-])cc1	1	1	-1.7	-0.6	3.9	-1.4	0.2	-5	12	1.2	-0.6
COc1ccc(NC2CCCN(C(=O)c3ccc4[nH]c(C)c(C)c4c3)C2)cc1OC (stereo not drawn)	-22	4	-0.7	-6.1	2.9	-1.2	-0.2	-3	5	-0.7	-0.7
CCSC1=NCCN1S(=O)(=O)c1ccc(F)cc1	2	9	1.6	-1.6	1.1	-0.1	-0.8	2	3	0.2	-1.5
COC(=O)c1ccccc1S(=O)(=O)N1CCC(C(=O)OCC(=O)c2ccccc2OC)CC1	-5	3	0.7	0.7	-1.2	-0.4	0.1	-2	-4	-0.6	-1.1
Nc1nc2sc3c(c2cc1C(=O)N1CCOCC1)CCCC3	-441	0	-2.9	2.8	0.9	0.6	0.6	1	-1	0.1	-1.1
COc1ccc(CCN2CC(C(=O)NCc3cnn(C(C)C)c3)CCC2=O)cc1 (stereo not drawn)	-1	7	-1.1	0.1	2.6	-0.5	0.2	0	6	-0.7	-0.9
CC(NC(=O)CCNC(=O)c1ccc(Br)cc1)c1ccc(S(N)(=O)=O)cc1 (stereo not drawn)	5	-1	2.3	0.9	-2.3	-1.8	-1.0	-3	-2	-1.0	-0.3
COc1cc(C=NN2CCN(C(c3ccccc3)c3ccccc3)CC2)cc(OC)c1OC(C)=O	1	1	nt	nt	-0.6	1.2	nt	-5	4	0.5	-1.6
CCn1cc(S(=O)(=O)CC(=O)Nc2cccc(C)c2)c2ccccc21	6	-6	0.8	1.7	1.0	-1.1	0.9	0	-11	-0.8	-1.2
COc1ccc(-c2ccc(CNCCCN3CCOCC3)o2)cc1Cl	-3	nt	0.7	-0.4	-1.0	-1.6	-1.3	-2	-4	-0.1	-1.1
CCC(C)(C)NC(=O)c1ccc(Br)o1	1	-2	2.8	-0.1	2.8	0.8	-1.0	-2	2	0.5	-1.1
COc1ccc(-c2cc3ccc(OCC(N)=O)cc3oc2=O)cc1OC	-478	1	2.2	-0.1	1.9	1.7	0.4	0	4	0.2	-0.7
Cc1ccc2nc(C)cc(OCC(=O)O)c2c1	-1	0	2.2	-0.7	0.9	-1.3	-0.4	-1	3	-0.7	-1.0
COc1ccc(/C=N/NC(=O)C2C(C=C(Cl)Cl)C2(C)C)c(OC)c1 (stereo not drawn)	-4	7	0.8	-0.6	-1.3	1.8	-0.2	-2	-5	0.4	-1.8
CC(=O)Nc1ccc(CN2CCc3c([nH]c4ccccc34)C2c2ccccn2)cc1 (stereo not drawn)	-8	-1	1.0	-0.6	-2.9	-0.6	-0.4	-6	-3	-0.1	-1.0
CCN1C(C(=O)Nc2cc(C)on2)=C(O)c2ccccc2S1(=O)=O	-41	-6	2.0	-0.6	1.8	-1.2	-0.9	-1	-2	-0.2	-0.8
CN1C(=O)C(O)(CC(=O)c2ccccc2O)c2cc(Br)ccc21 (stereo not drawn)	-11	-1	-1.5	-2.0	-1.1	3.1	4.4*	1	10	-0.9	-0.2
O=C(NC1(C(F)(F)F)OCCO1)c1ccc(F)cc1	-7	9	1.7	1.0	0.6	0.2	1.9	-2	-2	-0.5	-1.7
Cc1ccc(S(=O)(=O)NC(=O)C2(C)CCN2C(=O)C2(c3ccc(Cl)cc3)CC2)cc1 (stereo not drawn)	-8	-4	4.2	1.2	2.5	0.4	nt	-2	-5	-0.7	-0.7
O=S1(=O)CC(O)C(O)CS1 (stereo not drawn)	0	-1	nt	-0.1	-2.4	-0.2	nt	-2	3	0.7	-0.2
CN1CCN(S(=O)(=O)c2ccc(Cc3ccc(S(=O)(=O)N4CCN(C)CC4)cc3)cc2)CC1	0	5	-2.0	1.4	-0.8	-0.2	-0.7	-2	-3	-0.5	-1.4
CCCn1c(NCc2cc(OC)ccc2OC)nc2ccccc21	6	4	5.0	-2.0	1.1	0.1	0.9	1	2	0.9	-0.8
CCOc1ccc(C(=O)Nc2c3c(nn2-c2ccc(F)cc2)CS(=O)C3)cc1 (stereo not drawn)	3	0	-1.6	-0.5	1.4	1.5	0.8	1	0	-0.9	-1.2
COc1cccc(CN2CC(C(=O)N(C)Cc3nc(C)cs3)CCC2=O)c1 (stereo not drawn)	2	0	-1.6	-1.9	-0.1	-1.4	-0.4	-2	9	-1.5	-1.1
COc1ccc(C2Nc3ccccc3C(=O)N2NS(=O)(=O)c2ccc(C)cc2)cc1OC (stereo not drawn)	-477	-2	-0.1	0.8	-0.3	-0.9	0.0	1	10	-0.1	-0.7
Cc1cc(C)n2nc(N)c(N=Nc3ccc4c(c3)OCO4)c2n1	0	2	-0.3	-8.5	-0.9	-3.5	-1.8	0	2	-0.8	-1.0
COc1ccccc1NC(=O)N1CCN(CCc2ccccc2)CC1	-5	-8	1.8	-1.2	-0.6	0.5	3.4	-2	0	0.1	-1.1
CCOC(=O)c1cc(-c2ccccc2)sc1NC(=O)CSc1nnc(N)s1	-1	-9	0.6	-0.4	3.0	2.6	-0.5	2	-9	-0.7	-1.6
C=C(C)Cn1c(=O)c2c(nc3n2CC(C)CN3Cc2ccccc2)n(C)c1=O (stereo not drawn)	-5	-1	-12	-1.4	-2.8	-2.5	0.2	-2	11	-1.4	-1.4
CC(=O)N1c2ccc(S(=O)(=O)N(C)CC(=O)NCc3ccc(C)cc3)cc2CC1C (stereo not drawn)	-2	2	2.1	-0.5	2.0	2.0	0.7	-1	4	0.5	-0.8
CCCNC(=O)C1CCCN(S(=O)(=O)c2ccc3c(c2)CC(C)N3C(=O)C2CC2)C1 (stereo not drawn)	5	3	-0.6	-0.3	7.1	-2.0	-1.3	-1	0	0.6	-1.5
COc1cccc(/C=C2\CC3(OC(=O)c4ccccc4)CCCN2C3)c1 (stereo not drawn)	1	0	nt	nt	-1.6	1.5	nt	-1	-5	-0.2	-0.8
OCC(O)C(O)C(O)C(O)c1nc2ccccc2[nH]1 (stereo not drawn)	0	5	0.8	1.7	6.1	-0.1	0.1	-4	5	0.5	-1.3
Cc1cc(=O)oc(C)c1C(=O)Nc1ccc(N(C)C)cc1	-3	4	-0.5	-3.4	-1.6	-0.1	0.1	-2	1	0.8	-1.0
COC(=O)CCCC1=CC2=C(c3ccccc3)C(=O)C(C)(OC(=O)C3CCCC3)C(=O)C2=CN1CCN1CCOCC1 (stereo not drawn)	-13	-7	-1.9	-3.1	0.5	-2.0	3.4	2	-8	-0.3	-0.9
CC1C(=O)N2CCCc3cc(NC(=O)C(=O)NCCN4CCOCC4)cc1c32 (stereo not drawn)	-6	-1	0.3	-2.6	-0.6	0.3	-1.2	-1	-5	0.6	-1.0
COc1cc2[nH]c(C(=O)NCCc3ccccc3)cc2c(OC)c1OC	-125	-2	-0.8	-0.6	6.2	-2.3	2.0	5	-5	-0.3	-1.0
CC(=O)CC(=O)Nc1cccc2c1CCCC2	0	3	2.0	0.3	1.1	0.6	0.2	-3	-3	0.3	-1.4
O=C(Nc1ccc(NC(=O)c2ccco2)c(Cl)c1)c1ccc2c(c1)OCCO2	1	10	1.5	-1.1	8.0	-2.0	-0.2	2	-7	0.8	-1.6
O=C(CC(c1ccco1)S(=O)(=O)c1ccccc1)c1ccc(F)cc1 (stereo not drawn)	-4	-1	-0.5	1.1	1.3	-1.4	-0.2	-1	1	-0.7	-1.0
NS(=O)(=O)c1ccc2nc(NC(=O)c3ccc4c(c3)OCCO4)sc2c1	-17	33*	-0.6	37*	2.6	-0.7	-1.2	-2	4	0.4	-1.8
CCOC(=O)N1CCN(C(=O)CSc2nnc(-c3cc(OC)cc(OC)c3)o2)CC1	4	-3	-1.8	-1.4	2.4	-1.7	0.0	2	-2	0.3	-1.2
COc1ccc(CCC(=O)Nc2cc(Cl)ccc2N2CCN(C)CC2)cc1	0	1	nt	0.5	0.9	-1.0	nt	-1	0	-0.3	-1.4
Cn1nc(-c2ccc(C(=O)N3CCN(Cc4ccccc4)CC3)cc2)c2ccccc2c1=O	7	-2	-1.0	-1.3	-0.8	-3.1	-0.6	-7	-13	-2.0	-2.2
COc1cccc(CN(C)C(=O)c2cc(-c3cccs3)nc3ccccc23)c1	-137	2	-6.5	0.9	-4.7	-2.0	-2.0	0	-5	-6.0	-1.2
CN1CCN(C(=O)C2=C[C@H](C(C)(C)C)C[C@H](OCCCCO)O2)CC1	2	-1	-0.2	-1.9	0.7	-0.5	1.2	2	-2	0.2	-1.2
CCc1ccc(NS(=O)(=O)c2ccc3[nH]cc(C(=O)N4CCc5ccccc54)c(=O)c3c2)cc1	1	2	4.5	-0.1	10	7.3*	1.7	1	-43	2.7	1.2*
CCOc1ccc(NS(=O)(=O)c2ccc(Cl)c(C(=O)N(C)Cc3cccnc3)c2)cc1	-11	0	-0.2	2.6	-4.3	-2.9	-0.6	-6	-9	-0.9	-1.6

Among those listed so far, 2 have an aryl thioether with sulfur outside any ring:
Molecule	PLC-beta3 inh	Rev-erbA mod	FXN GAA850 act	PG9 binder	hgDAF-12 ag	hcDAF-12 act	DAX1 inh-1	SMARCA2 act	sPLA2-III inh	DAX1 inh-2	ssDAF-12 act
CCOC(=O)c1cc(-c2ccccc2)sc1NC(=O)CSc1nnc(N)s1	-1	-9	0.6	-0.4	3.0	2.6	-0.5	2	-9	-0.7	-1.6
CCOC(=O)N1CCN(C(=O)CSc2nnc(-c3cc(OC)cc(OC)c3)o2)CC1	4	-3	-1.8	-1.4	2.4	-1.7	0.0	2	-2	0.3	-1.2

Bioassay records deposited in PubChem BioAssay by several laboratories.
